Screening results as filed in PubChem BioAssay.
D2 antag: D2 dopamine receptor (human) antagonism | 2% of 340,000 active | P14416 | AID 485344 | HEK293 TREx D2 cells, calcium flux, dopamine EC80 | inhibition, % at 10 µM; in the data active = inhibition above about 30%; also: 0% is about no effect
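Tetracycline-induced HEK293 T-REx cells expressing D2 force-coupled to calcium signalling were dye-loaded, exposed to compound for 180 s, then challenged with an EC80 of dopamine; calcium flux was followed kinetically for a further 180 s.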
D2 agonist: activates the human D2 dopamine receptor; 0.53% of 340,000 active; AID 485358; activation, % at 2 µM; HEK293 T-REx D2 cells, calcium flux agonist mode; P14416;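 active = activation over 3 SD above normal in the single-dose calcium agonist read, cut at about 30% in these data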; also: 0% is about no effect
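HEK293 Trex D2 cells, tetracycline-induced, o/n 30 C 5% CO2; no-wash Ca dye, RT 30–90 min; 10-cycle baseline, 23 nl cpd added, kinetic Ca read 180 s; agonist hits = positive Ca response.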
Vif-A3F inh: inhibitors of Vif-A3F interaction; HeLa A3F-eYFP + Vif (tagged APOBEC3F with the HIV-1 protein that degrades it), YFP fluorescence increase; Potency, µM (doses to about 46.1 µM), for the others: at the top dose activity, negative = active; 0.2% of 390,000 active; AID 602313; also: potency is read from the fitted curve at half-maximal effect; % of control where 0% means no effect; nearly all actives have a fitted effect of over 65% in size
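HeLa cells stably expressing A3F-eYFP plus Vif, plated and incubated overnight at 37 deg C, then exposed to compounds overnight at 37 deg C. Blocked degradation read as raised yellow fluorescence (Ex 488/Em 500-530).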
RGS4 inh: inhibitors of human regulator of G protein signaling 4. P49798. Transcreener GDP fluorescence polarization, RGS4-accelerated GTP hydrolysis. Potency, µM (series often up to 114 µM), without a hit: top-dose activity change, negative = inhibition, actives largely listed as inhibitors. 0.039% of 390,000 active; also: potency is read from the fitted curve at half-maximal effect; % is scaled to controls: 0 for no effect and ±100 for the full control effect; nearly all actives have a fitted effect of over 75% in size; some results filed as inactive show a strong effect at the top dose
Target sequence (P49798 whole entry, looked up): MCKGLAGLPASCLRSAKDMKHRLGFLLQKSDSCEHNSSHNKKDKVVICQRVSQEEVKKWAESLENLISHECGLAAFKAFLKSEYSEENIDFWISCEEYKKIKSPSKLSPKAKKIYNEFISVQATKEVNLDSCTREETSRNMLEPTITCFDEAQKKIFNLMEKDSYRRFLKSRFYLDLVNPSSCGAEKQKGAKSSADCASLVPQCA
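MLSMR compounds (23 nl, pin-transferred) preincubated 10 min at room temperature with a 500nM (2x) first reagent, then RGS4 at 900nM (2x) plus Transcreener GDP mix added; fluorescence polarization (620/688 nm) read before and after 90 min at 30 °C.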
Vif-A3G inh: blocks the Vif interaction with human APOBEC3G; Q9HC16; HeLa A3G-eYFP + Vif (tagged APOBEC3G with the HIV-1 protein that degrades it), YFP fluorescence, overnight; Potency, µM (series often up to 46.1 µM), without a hit: top-dose activity, negative = active, usual class: inhibitors; 0.076% of 410,000 active; AID 602310;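 also: potency is read from the fitted curve at half-maximal effect; % is scaled to controls: 0 for no effect and ±100 for the full control effect; nearly all actives have a fitted effect of over 60% in size; hits raise eYFP signal because A3G escapes Vif-driven loss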
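HeLa cells stably expressing Vif and C-terminally eYFP-tagged A3G, seeded overnight at 37 deg C, then exposed to compound by pintool overnight at 37 deg C. Rise in yellow fluorescence (Ex 488/Em 500-530, Acumen) marks blocked Vif-driven A3G degradation.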
GRP78 ERSR act: induces the endoplasmic reticulum stress response in human glioma cells. U87-MG GRP78 promoter luciferase reporter, 16 h. Potency, µM, without a hit: at the highest dose activation, hits mostly activators. 0.02% of 420,000 active. AID 602332; also: potency is read from the fitted curve at half-maximal effect; series mostly up to about 76 µM; % of control where 0% means no effect; nearly all actives have a fitted effect of over 35% in size
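Stably transfected U87-MG human glioma cells carrying a GRP78-based luminescent sensor were seeded at 1000 cells/well, pin-dosed with compounds and incubated 16 h. Luciferase reagent was then added, and end-point luminescence was read after 10 min at room temperature.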
LDHA inh: LDHA (human) enzyme inhibition; 0.15% of 480,000 active; activity change, % (values are at about 110 or 230 µM); purified LDHA, NADH/diaphorase-resazurin fluorescence; stronger effect = lower value; P00338; in the data active = activity change below about -30%; inconclusive = mostly about -25% to -30%;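 also: plate controls were DMSO wells for no effect and wells without enzyme for full effect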
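Resorufin fluorescence (ex540/em590), read at 0 and 20 min after diaphorase/resazurin addition, reports the NADH left after a 5 min room-temperature reaction of 2 nM human LDH5 with 0.06 mM NADH and 0.2 mM pyruvate.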
ERG Ets-DNA blk: blocks human ERG Ets domain binding to DNA; Potency, µM (series often up to 76.9 µM), inactives show at the highest dose FP activity, negative = inhibition, actives largely listed as inhibitors; 0.028% of 370,000 active; fluorescence polarization, His-ERG Ets domain / labelled DNA; P11308; active = well fitted inhibition curve with a large enough effect in the polarisation, with a control signal flat; inconclusive = small, poorly fitted or top-dose-only effect, or effect the other way, or a change in a side signal; inactive = no such curve, though single readings can be large or run the other way; the % refers to the polarisation;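 also: polarization taken with two DNA probes labelled with fluorescein and Texas red; potency is read from the fitted curve at half-maximal effect; % of control where 0% means no effect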
Target sequence (P11308 whole entry, looked up, the tested form may be a part): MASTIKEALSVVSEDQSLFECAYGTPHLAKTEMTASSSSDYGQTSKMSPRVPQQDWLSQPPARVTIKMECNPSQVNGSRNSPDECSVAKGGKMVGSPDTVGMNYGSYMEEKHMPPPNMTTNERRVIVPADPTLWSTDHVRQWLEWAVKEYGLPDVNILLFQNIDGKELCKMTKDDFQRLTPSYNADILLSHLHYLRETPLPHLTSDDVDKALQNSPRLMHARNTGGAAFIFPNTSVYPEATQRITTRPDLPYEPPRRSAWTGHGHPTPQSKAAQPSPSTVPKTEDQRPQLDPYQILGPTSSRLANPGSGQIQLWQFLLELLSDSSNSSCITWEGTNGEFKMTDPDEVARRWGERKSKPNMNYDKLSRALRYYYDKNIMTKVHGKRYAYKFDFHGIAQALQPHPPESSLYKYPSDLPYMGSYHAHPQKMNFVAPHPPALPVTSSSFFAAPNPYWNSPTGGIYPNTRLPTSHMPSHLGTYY
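His-tagged ERG Ets domain (1 uM in the protein solution; 300mM KCl, 50mM Tris-HCl, 1mM EDTA, 1mM DTT, pH 7.5) received compound, then a probe mix of 5 nM fluorescein-DNA and 100nM Texas-615-DNA. Fluorescence polarization was read for both dyes.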
12-LOX inh: ALOX12 (human) lipoxygenase inhibition; AID 1671190; purified 12hLO, xylenol orange hydroperoxide absorbance; Potency, µM (series often up to 108 µM), inactives show at the top dose activity change, negative = inhibition, hits mostly inhibitors; P18054; 1.1% of 580,000 active; also: potency is read from the fitted curve at half-maximal effect; % is scaled to controls: 0 for no effect and ±100 for the full control effect
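Hydroperoxide product was detected by ferrous iron/xylenol orange as the 573 to 405 nm absorbance ratio. Arachidonic acid at 40 uM (final) was turned over for 30 min at room temperature by 150 nM human 12hLO, pH 7.0 Hepes buffer, after 15 min compound preincubation.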
Starred values were filed as active, the others as inactive; u = inconclusive; x = not tested or not shown; & = joins results of further samples; [ ] = remark or other dose. Unless noted, calls follow the shape of the dose curve; as a rule, active = well fitted curve in the direction sought with a large enough effect; inconclusive = small, poorly fitted or top-dose-only effect, or another doubt; inactive = no such curve, though single readings can be large; an effect the other way counts as inactive or inconclusive. Some of the compounds tested (hit frequency here may not be typical).

Structure	D2 antag	D2 agonist	Vif-A3F inh	RGS4 inh	Vif-A3G inh	GRP78 ERSR act	LDHA inh	ERG Ets-DNA blk	12-LOX inh
COc1ccc(CN2CCNC(=O)C2CC(=O)NCC(C)(C)N2CCOCC2)cc1C (centres undefined)	4	0.1	-15%	-4%	1%	-4%	2	-2%	-1%
O=C(NCC1CCCCC1)c1cc(S(=O)(=O)N2CCCCC2)ccc1N1CCOCC1	-11	0.6	-7%	-23%	-1%	2%	-18	-1%	-6%
CCn1cnc2c1c(=O)n(CC(=O)N1CCc3ccccc31)c(=O)n2Cc1ccccc1	-11	-0.2	-8%	3%	-1%	0%	16&-7	-12%	3%&-13%
CN(C)c1cccc(C(=O)Nc2ccc(N3CCOCC3)cc2)c1	-14	-0.1	-12%	-22%	0%	2%	6	1%	-22%
Cc1ccc(-n2c(=O)c3oc4ccccc4c3n(CC(=O)Nc3ccccc3)c2=O)cc1C	x	0.7	8%	20%	-2%	-1%	1	-1%	-14%
COc1ccccc1N1CCN(C(=O)CSc2nc3ccccc3[nH]2)CC1	16	1.1	-8%	-16%	-4%	-3%	-7	-10%	-20%
O=C(CNC(=O)c1ccc2ccccc2c1)Nc1ncccc1O	7	0.9	-12%	-9%	6%	8%	4	-2%	32%[activator]
Oc1ccc(N=Cc2c(O)ccc3ccccc23)cc1	11	2.6	-7%	-30%	-7%	-5%	14	-8%	u
CCOc1ccc(NC(=O)NNC(=O)c2ccc(CC)s2)cc1	-14	0.6	0%	18%[56.9 µM]	2%	0%	-16	-1%	0%
O=CN1CCN(C(=O)c2ccc3c(c2)OCO3)CC1	x	x	2%	16%	0%	1%	-8	-10%	0%
O=C(Cc1ccccc1)Nc1cccc(C(=O)N/N=C/c2ccco2)c1	-5	0.6	0%	-14%	-1%	-2%	-3	4%	-15%
O=C(O)/C=C\C(=O)NNC(=O)c1cc(-c2ccccc2)n[nH]1	0	0.0	2%	6%	0%	-2%	-4	-10%	u
CCOc1ccc(Cl)cc1S(=O)(=O)N1CCC(C(=O)NCc2ccccn2)CC1	3	0.3	4%	7%	-2%	-1%	-3	7%	3%
COc1ccccc1C1CN(c2ccc(F)cc2F)N=C1c1cccs1 (centres undefined)	-10	0.0	-5%	9%	-5%	5%	-1	x	5%
CCOc1ncccc1C(=O)OCC(=O)c1cc(OC)c(OC)c(OC)c1	8	-0.3	-3%	-9%	-2%	-2%	-10	0%	1%
CCc1nnc2c3ccccc3nc(Nc3ccc(C(C)=O)cc3)n12	x	-0.7	-1%	-32%	1%	0%	-8	-5%	-3%
CN1CCN(CCOc2ccc(-c3ccccc3)cc2)CC1	4	-2.1	3%	19%	2%	3%	-1	-3%	u
c1ccc(-c2csc(N3CCOCC3)n2)cc1	12	1.2	2%	-10%	-1%	6%	-7	-1%	0%
CCN1CCCC1CNS(=O)(=O)c1cccc(C(F)(F)F)c1 (centres undefined)	4	2.5	7%	-17%	0%	-1%	-3	-13%	u
CCCCn1nnnc1C(c1cc2ccccc2o1)N1CCN(C/C=C/c2ccccc2)CC1 (centres undefined)	x	x	x	x	-6%	-2%	-1	x	u
CC1=C(C(=O)OC(C)C)C(c2ccc(Cl)cc2)n2c(sc(=Cc3ccc(OCC(=O)O)cc3)c2=O)=N1 (centres undefined)	x	x	x	x	-24%	-4%	-4	x	u
CCn1nnnc1-c1ccc(OC)c(S(=O)(=O)Nc2ccc(C)c(C)c2)c1	-18	-0.1	9%	-5%	-1%	-3%	-6	1%	2%
O=C(NCC1CCCO1)c1c(O)c2cccc3c2n(c1=O)CC3 (centres undefined)	11	0.1	-9%	-30%	-2%	2%	4	5%	u
CCC(=O)N1CCc2cc(S(=O)(=O)NC(C(=O)NCc3ccccc3Cl)C(C)C)ccc21 (centres undefined)	x	0.0	-3%	-6%	-1%	-2%	-10	-4%	-22%
CCSc1ccccc1C(=O)Nc1cccnc1	20	-0.7	5%	6%	-6%	-5%	-7	5%	u
O=C(Nc1cccc(C(=O)OCc2cc(=O)n3c4c(sc3n2)CCCC4)c1)c1cccc(F)c1	x	x	-22%	-10%	3%	-2%	1	-3%	-23%
CC12CN3CC(C)(CN(C1)C3c1ccccc1F)C2 (centres undefined)	-2	0.5	1%	7%	2%	-1%	-3	11%	175%[activator]
Cc1ccc(S(=O)(=O)N2CCc3ccccc3C2CC(=O)O)cc1 (centres undefined)	-6	-1.5	-20%	-6%	0%	-1%	-1	9%	-3%
Cc1oc2c(c1C(=O)c1ccccc1)C(=O)C(=O)c1ccccc1-2	-27	2.7	2%	u	-14%	-14%	33	10%	u
COc1cc(S(=O)(=O)N2CCN(C(=O)c3cccs3)CC2)ccc1NC(C)=O	x	x	1%	x	2%	-5%	1	x	-1%
CC(C)(C)S(=O)N1Cc2cc(CO)ccc2[C@@H]1CCO (some centres undefined)	x	x	2%	-9%	0%	0%	6	-1%	6%
CC(=O)Nc1cccc(-c2ccnc3c2CC(C)(C(=O)NCc2ccccc2)O3)c1 (centres undefined)	x	x	x	x	u	0%	-3	x	-16%
CCCCCC(=O)N1CC2(CC)CN(C(=O)CCCCC)CC(CC)(C1)C2=O	-3	-0.2	-16%	-7%	0%	1%	-4	-1%	-1%
Cc1ccc(S(=O)(=O)Nc2ccc3c(c2)C(=O)N([C@H](C)CO)C[C@H](C)[C@@H](CN(C)C(=O)Nc2ccc(C(F)(F)F)cc2)O3)cc1	x	x	8%	22%	0%	-2%	-4	-1%	u
O=C1C(c2ccc(F)cc2)N(CCc2ccccc2)C(=O)CN1C1CCCCC1 (centres undefined)	x	x	-3%	-25%	2%	0%	0	3%	-6%
O=C(CN1C(=O)/C(=C/c2ccccc2Cl)SC1=S)NC1CCS(=O)(=O)C1 (centres undefined)	9	-0.1	4%	16%	0%	0%	-1	-17%	-21%
S=C1NCN(Cc2cccnc2)CN1Cc1ccccc1	4	-0.1	-10%	-4%	0%	-6%	-2	-2%	-21%
CCS(=O)(=O)N1CCN(CC(=O)NC2CCCCC2)CC1	-7	0.7	6%	u	-5%	-4%	-5	3%[15.4 µM]	u
O=C(NNC(=O)c1ccc[nH]1)Nc1cccc(C(F)(F)F)c1	9	-0.3	19%	23%	1%	7%	-12	9%	433%[activator]
Cc1ccc(-n2nc(CO)c(C(=O)NCc3cccs3)n2)cc1	x	-0.6	-3%	1%	3%	-1%	-5	5%	u
Cn1c(N)c(S(=O)(=O)N2CCN(c3ccccc3)CC2)c(=O)n(C)c1=O	2	0.4	-6%	-4%	-4%	-4%	-8	-12%	3%
CCc1ccc(NC(=O)CCc2c(C)nn(-c3ccc(N4CCOCC4)nn3)c2C)cc1	0	-0.1	-10%	10%	-1%	1%	-3	-4%	11%
CC(=O)N(C(C)=O)c1cccc2c(N(C(C)=O)C(C)=O)cccc12	0	-0.8	-7%	-18%	3%	-3%	1	-2%	0%
O=C(Cc1ccc(NC(=O)N2CCCCc3ccccc32)cc1)NCc1ccccc1	x	-0.9	-15%	16%	u	-2%	2	0%	-15%
CC(C)CN(C(=O)CN1CCN(S(=O)(=O)c2ccccc2)CC1)c1c(N)n(CC(C)C)c(=O)[nH]c1=O	3	0.3	3%	4%	0%	2%	-3	-1%	-11%
COc1ccccc1S(=O)(=O)Cc1ccc(C(=O)NCc2cccs2)o1	4	0.5	7%	6%	-1%	-2%	-7	-1%	-3%
Cc1cccc(C)c1N1CCN(c2ccc3nnc(C(F)(F)F)n3n2)CC1	-3	0.3	-3%	-20%	-8%	-3%	3	-1%	u
COc1ccc(C2SCCN2S(=O)(=O)c2ccc(F)cc2)cc1OC (centres undefined)	-1	-1.3	-8%	-9%	2%	-2%	-3	-2%	-15%
Cc1ccc(-c2ccc(CN3C(C(C)C)C(=O)N(Cc4cn(CC5CCCCC5)nn4)CCS3(=O)=O)cc2)cc1 (centres undefined)	x	x	-2%	x	0%	-4%	-8	x	u
Cc1ccc(NC(=O)Nc2ncnc3nc[nH]c23)cc1	4	2.8	-6%	10%[56.9 µM]	-4%	1%	-2	7%	1%
